Source: PubChem
HIF-2a block: blocks HIF-2a reporter activity; 786-0 RCC cells HIF-2a reporter, luciferase luminescence, overnight; inhibition, % at 18.8 µM; hit rate 0.72% among 360,000; AID 624352;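 active means inhibition of the luminescence signal of 40% or more relative to plate controls, in a single-dose primary screen at 18.75 µM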
PDI inh: blocks human protein disulfide isomerase activity; hit rate 0.052% among 350,000; inhibition, % at 10 µM; P07237; PDI insulin aggregation turbidity, A650, 90 min;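 active means mean inhibition across replicates of 30% or more, whatever share of single replicates reach that level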;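 further: absorbance from insulin aggregation driven by PDI reduction with DTT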
Target sequence (P07237 whole entry, looked up): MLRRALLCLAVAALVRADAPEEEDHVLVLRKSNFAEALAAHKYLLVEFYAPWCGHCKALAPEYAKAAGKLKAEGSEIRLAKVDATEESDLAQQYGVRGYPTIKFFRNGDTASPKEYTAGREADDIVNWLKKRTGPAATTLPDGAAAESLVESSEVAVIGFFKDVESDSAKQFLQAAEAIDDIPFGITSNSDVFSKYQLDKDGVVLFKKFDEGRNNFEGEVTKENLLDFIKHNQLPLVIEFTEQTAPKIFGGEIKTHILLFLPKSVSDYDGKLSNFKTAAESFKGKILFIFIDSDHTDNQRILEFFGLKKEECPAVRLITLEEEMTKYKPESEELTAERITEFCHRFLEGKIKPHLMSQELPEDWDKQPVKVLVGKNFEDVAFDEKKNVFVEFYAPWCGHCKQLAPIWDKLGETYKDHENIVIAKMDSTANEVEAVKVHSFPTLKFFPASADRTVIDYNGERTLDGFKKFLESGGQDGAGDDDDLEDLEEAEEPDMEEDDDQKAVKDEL
NR2E3 ag-1: agonists of human nuclear receptor NR2E3 | GST-NR2E3/biotin-RetCOR TR-FRET, 1536-well | AID 2300 | inhibition of corepressor binding, % at 4.78 µM | hit rate 0.12% among 320,000;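 active means percent inhibition above the cutoff of mean plus 3 SD of all tested compounds, set per screening campaign, cut at about 20% in these data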;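 further: 0% = DMSO wells and 100% = biotin wells as full block of FRET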
Target sequence (Q9Y5X4 whole entry, looked up): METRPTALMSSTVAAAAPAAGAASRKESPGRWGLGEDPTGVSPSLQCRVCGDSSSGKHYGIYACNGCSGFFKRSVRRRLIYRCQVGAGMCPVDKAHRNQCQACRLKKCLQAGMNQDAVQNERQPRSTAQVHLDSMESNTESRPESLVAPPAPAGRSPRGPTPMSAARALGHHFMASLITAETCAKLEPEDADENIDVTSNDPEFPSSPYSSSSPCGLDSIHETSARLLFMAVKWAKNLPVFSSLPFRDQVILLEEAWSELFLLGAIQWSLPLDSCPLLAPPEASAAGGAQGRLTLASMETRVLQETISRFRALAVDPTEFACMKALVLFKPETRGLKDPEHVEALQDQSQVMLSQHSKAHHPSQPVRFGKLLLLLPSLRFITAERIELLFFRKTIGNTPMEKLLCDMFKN
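Material: NR2E3–RetCOR corepressor complex | Quantity: 1.35 nM GST-tagged NR2E3 final | Schedule: 5 h at 4 °C | Replication: Singlicate compound wells | Reagent: RetCOR corepressor, biotinylated, 7 nM | Controls: Biotin wells as high control, 0.6% DMSO wells as low control | Signal: TR-FRET, Eu(K)-anti-GST donor, streptavidin-D2 acceptor, ex 340, em 617/671 nm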
NR2E3 ag-2: human photoreceptor-specific nuclear receptor agonism; Q9Y5X4; CHO-S Gal4-NCOR/VP16-NR2E3 two-hybrid, luciferase; inhibition of corepressor binding, % at 3.98 µM; hit rate 0.35% among 360,000; AID 602229;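 active means inhibition above the mean of all tested compounds plus 3 SD, cut at about 70% in these data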;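 further: 0% = DMSO with NR2E3 transfected cells and 100% = cells lacking NR2E3 construct; higher means lower luciferase signal from less NR2E3 corepressor binding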
CaV13 ICDI inh: Disruptors of the CACNA1D IQ motif to Ca2+-dependent inactivation inhibitor domain association, primary screening, Förster resonance energy transfer in intact living …. AID 743397. hit rate 0.098% among 340,000. inhibition, % at 12.3 µM. HEK cells, CFP/YFP FRET ICDI-IQ, plate reader, 10 min; percent FRET-ratio fall versus neutral wells;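 active means mean replicate inhibition of at least 30% and at least 1% of replicates passing that level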;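 further: 0% = median of the neutral control wells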
MITF TRPM1 inh: reduces MITF-dependent TRPM1 promoter luciferase signal; SK-MEL-5 TRPM1 promoter luciferase, 24 h; AID 488899; hit rate 0.83% among 330,000; inhibition, % at 12.5 µM;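 active means mean inhibition across replicates of 60% or more, whatever share of single replicates reaches that level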; further: values of inactives mirror those of a sister screen read the other way
Vif imaging: inhibitors of HIV Vif. HEK293T cells, Vif self-association by quenched fluorescence, imaging, 24 h. inhibition, % at 7.49 µM. hit rate 0.35% among 340,000. AID 602346; in the data active means inhibition above about 50%, passing the limit was not always enough; further: some results filed as inactive read as strong as hits
Granule exo inh: blocks lytic granule exocytosis; inhibition, % at 10 µM; hit rate 0.66% among 360,000; TALL-104 LAMP-1 surface exposure, flow cytometry; cells stimulated with thapsigargin and PMA;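 active means inhibition above about 55%, limit read from the data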
hiPSC survival: hiPSC single-cell survival enhancement. ATPlite luminescence; 100% = ROCK inhibitor wells, 0% = DMSO. survival enhancement, % at 20 µM. AID 602274. hit rate 0.044% among 360,000; in the data active means survival enhancement above about 18%;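 further: cells exposed to compounds for 16 hours before the ATP read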
Peg3 promoter: inhibitors of Peg3 promoter. HeLa PEG-Prom luciferase reporter, luminescence, overnight. inhibition, % at 20 µM. hit rate 1.7% among 360,000;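 active means inhibition of at least 50% at 20 µM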
aDG glyco act: increases alpha dystroglycan glycosylation | Pro5-aDG cells, alpha-DG glycosylation AlphaScreen (IIH6); 0% Pro5, 100% B10-LARGE cell signal | activation, % at 10 µM | hit rate 0.22% among 360,000 | AID 624168;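 active means activation of at least 8% versus controls, or a plate z-score of at least 8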;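 further: Pro5 are CHO cells carrying HIG-tagged alpha-DG that lacks glycosylation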
* hit, by the source's call; nt = not tested or not shown.

SMILES	HIF-2a block	PDI inh	NR2E3 ag-1	NR2E3 ag-2	CaV13 ICDI inh	MITF TRPM1 inh	Vif imaging	Granule exo inh	hiPSC survival	Peg3 promoter	aDG glyco act
O=c1[nH]c(/C(Cl)=C/c2cccc(F)c2)nc2cc(C(F)(F)F)ccc12	-37	1	-2	2	-2	-55	3	-1	1.0	-64	-0.3
CC(C)(C)C1(C)OC(C(=O)NC2CCCCC2)C(C(=O)NC2CCCCC2)O1 (configuration not stated)	6	-2	2	0	-7	-6	nt	-2	-0.7	15	0.2
O=C(c1ccco1)N1CCN(c2ncnc3c2nnn3Cc2ccccc2Cl)CC1	-20	-5	-1	-8	nt	8	60*	-4	2.9	16	0.1
CC(C)c1ccc(NC(=O)C2CCCN(S(=O)(=O)c3cnc[nH]3)C2)cc1 (configuration not stated)	-1	3	2	-18	18	-2	9	19	1.3	-13	0.4
Cc1nc(-c2ccccc2)nc(Cl)c1Cl	0	-11	2	2	-4	15	-3	-2	-2.5	0	0.1
Cn1c(N/N=C/c2ccccc2)nc2sc3c(c2c1=O)CCC3	-70	1	0	-38	nt	0	-9	0	-2.8	-34	0.2
CCC1(CC)Cc2ccccc2-c2nc(-c3ccccc3)oc(=O)c21	16	-1	2	-13	nt	10	-6	-14	-2.0	18	-0.2
CC1(C)CC2CC(C)(CN2S(=O)(=O)c2ccc(C(=O)Nc3cc(S(=O)(=O)N4CCOCC4)ccc3Cl)cc2)C1 (configuration not stated)	18	4	-3	0	-4	21	nt	5	-0.6	25	0.4
COc1ccc(/C(C)=N/NC(=O)CNC(=O)Cc2ccccc2)c(OC)c1	22	-4	1	15	-16	-2	-10	-3	0.2	8	0.1
COc1ccc(Cl)cc1-c1cc(C(=O)NCc2ccc(C(F)(F)F)cc2)[nH]n1	23	-5	nt	-3	-5	nt	5	86*	-0.2	7	0.1
Cc1nc([N+](=O)[O-])cn1CC(=O)c1ccc(Cl)cc1	19	9	1	-16	-5	1	0	-4	-0.3	15	0.1
COCCNCCCCOc1c(Cl)cc(C)cc1Br	4	1	2	-5	-5	7	-6	-1	0.9	-3	0.8
COc1ccccc1N1CCN(CC(=O)Nc2c(C)n(C)n(-c3ccccc3)c2=O)CC1	11	-1	-3	4	-2	4	-2	-1	-0.7	-13	0.0
C/C(Cl)=C/Cn1c(NCCN(C)C)nc2c1c(=O)n(C)c(=O)n2C	6	8	1	17	-4	-10	nt	-1	0.6	5	0.2
CCn1ccnc1CN(C)Cc1nc(-c2ccc(C(=O)OC)cc2)no1	8	-15	2	-15	4	8	-1	-2	0.3	0	0.0
Clc1ccc(-c2nnc(SCc3cn4ccsc4n3)n2CC2CCCO2)cc1 (configuration not stated)	14	4	2	-1	nt	8	nt	0	1.2	24	0.0
COc1ccc(NC(=O)Cc2cccs2)cc1S(=O)(=O)N1CCCCC1	12	-4	nt	2	-11	4	-3	5	3.8	19	-0.2
Cc1ccc(S(=O)(=O)NCCC(=O)N2CC(C)OC(C)C2)cc1C (configuration not stated)	2	1	3	6	-5	-6	-2	-3	-0.2	2	0.0
CCc1cccc(NC(=O)CCS(=O)(=O)c2ccc(Br)cc2)c1	8	-3	-1	-13	-16	13	-7	-1	0.6	7	-0.1
Cc1cccc(S(=O)(=O)N2CCCc3ccccc32)c1	-34	-1	-1	-27	-3	5	-20	-1	-0.6	26	-0.1
NN=C1c2ccccc2C(=O)C1C(=O)C(c1ccccc1)c1ccccc1 (configuration not stated)	13	-4	nt	-14	-7	10	30	-2	-2.3	8	-0.3
CC(=O)NC(CC(=O)Nc1ccc(S(=O)(=O)N2CCCC2)cc1)c1ccccc1 (configuration not stated)	-22	7	1	-15	-3	-7	1	-1	-2.4	-75	-0.1
CCC(=O)Nc1ccc2nc(C3CC3)n(Cc3ccc(C(C)(C)C)cc3)c(=O)c2c1	-224	-13	0	-24	-1	-61	-4	-4	-0.1	-213	0.1
Cc1c(CCC(=O)NCCCN2CCCC2=O)c(=O)oc2c(C)c(O)ccc12	-2	nt	6	-17	nt	-9	-3	4	4.8	2	-0.1
Brc1ccc(-c2nnc(-c3cccnc3)o2)cc1	-274	1	2	-46	-4	-86	-4	-2	-0.7	-236	0.0
Cc1onc(-c2c(F)cccc2Cl)c1C(=O)NNC(=O)C1CCN(Cc2ccccc2)CC1	16	2	6	13	-2	-5	-7	-2	10	14	-0.1
C=CCn1c(P(=O)(O)c2ccccc2)nc2ccccc21	8	-2	-1	-4	-3	1	1	1	8.2	-4	0.0
O=C(O)C1Cc2ccccc2CN1C(=O)CCl (configuration not stated)	9	0	1	-6	-2	12	5	0	0.0	-10	0.1
COc1ccc([C@H]2CC(=O)C=C(/C=C/Cc3ccccc3)C2)cc1	-8	-1	4	-1	-5	-8	-12	-10	0.8	8	0.0
NC(=O)C1CCCN(C(=O)NC2CCCCC2)C1 (configuration not stated)	14	-4	-1	-5	-5	-5	10	-8	4.0	13	0.0
Cc1nc(CNC(=O)C2CCC(=O)N(Cc3cccc(F)c3)C2)sc1C (configuration not stated)	2	-5	1	-7	-2	-2	nt	0	0.8	-1	2.3
Cc1cc2cc(CN(Cc3cccs3)C(c3nnnn3C(C)(C)C)C(C)C)c3nnnn3c2cc1C (configuration not stated)	7	-11	nt	-12	nt	4	-6	-3	0.9	18	-0.2
O=S(=O)(Nc1ccc2c(c1)OCCO2)c1cccc2nsnc12	32	1	5	52	nt	15	8	0	-0.5	29	-0.3
CC[C@H](C)[C@H](NC(N)=O)C(=O)OCC(=O)NCc1ccc(Cl)cc1	7	-6	7	24	-11	4	-9	5	1.8	6	-0.2
O=[N+]([O-])c1cc(-c2csc(NCCc3nc4cc(Cl)c(N5CCCCC5)cc4n3CCCO)n2)ccc1Cl	20	-2	4	-26	-12	-11	nt	-4	0.3	-4	0.2
CCN(CC(=O)Nc1c(F)cccc1F)C(=O)c1ccc(C#N)cc1	10	-3	1	-18	-19	8	3	5	-0.2	1	0.1
O=C(Nc1ccc(Cl)cc1)Nc1cc(S(=O)(=O)N2CCOCC2)ccc1N1CCCC1	9	-2	-1	-20	4	-8	0	4	-1.8	11	0.1
CCOc1ccccc1NCc1cc(=O)oc2cc(C)c(O)cc12	22	0	nt	-36	-2	6	3	-5	-0.1	-13	0.6
O=C(NN1CCCCC1)c1cccc2ccccc12	3	-9	-1	-3	-3	20	-3	1	0.0	-1	-0.1
Cc1ccc(C(=O)N/C(=C\c2ccc(-c3ccc(Cl)cc3)o2)C(=O)NCCCN(C)C)cc1	15	11	-7	20	-4	86*	-3	36	-1.5	103*	2.4
Cc1cc(S(=O)(=O)Nc2ccc(C(=O)N3CCN(C(=O)c4ccco4)CC3)cc2)ccc1F	12	-6	1	-2	-4	12	-1	-2	0.3	13	0.2
CC(/C=C/c1ccco1)=N\NC(=O)COc1ccc(C)c(C)c1	11	-1	-2	-39	-3	9	0	49	-0.1	9	-0.2

Complete entries from above. Order of screens: HIF-2a block | PDI inh | NR2E3 ag-1 | NR2E3 ag-2 | CaV13 ICDI inh | MITF TRPM1 inh | Vif imaging | Granule exo inh | hiPSC survival | Peg3 promoter | aDG glyco act
O=C(Nc1ccc(Cl)cc1)Nc1cc(S(=O)(=O)N2CCOCC2)ccc1N1CCCC1 is entered as 9 | -2 | -1 | -20 | 4 | -8 | 0 | 4 | -1.8 | 11 | 0.1
CC[C@H](C)[C@H](NC(N)=O)C(=O)OCC(=O)NCc1ccc(Cl)cc1 is entered as 7 | -6 | 7 | 24 | -11 | 4 | -9 | 5 | 1.8 | 6 | -0.2
O=[N+]([O-])c1cc(-c2csc(NCCc3nc4cc(Cl)c(N5CCCCC5)cc4n3CCCO)n2)ccc1Cl is entered as 20 | -2 | 4 | -26 | -12 | -11 | nt | -4 | 0.3 | -4 | 0.2
O=S(=O)(Nc1ccc2c(c1)OCCO2)c1cccc2nsnc12 is entered as 32 | 1 | 5 | 52 | nt | 15 | 8 | 0 | -0.5 | 29 | -0.3
Cc1cc2cc(CN(Cc3cccs3)C(c3nnnn3C(C)(C)C)C(C)C)c3nnnn3c2cc1C (configuration not stated) is entered as 7 | -11 | nt | -12 | nt | 4 | -6 | -3 | 0.9 | 18 | -0.2

Reformatted with bars between the fields: entries from further up
SMILES | HIF-2a block | PDI inh | NR2E3 ag-1 | NR2E3 ag-2 | CaV13 ICDI inh | MITF TRPM1 inh | Vif imaging | Granule exo inh | hiPSC survival | Peg3 promoter | aDG glyco act
O=[N+]([O-])c1cc(-c2csc(NCCc3nc4cc(Cl)c(N5CCCCC5)cc4n3CCCO)n2)ccc1Cl | 20 | -2 | 4 | -26 | -12 | -11 | nt | -4 | 0.3 | -4 | 0.2
CCN(CC(=O)Nc1c(F)cccc1F)C(=O)c1ccc(C#N)cc1 | 10 | -3 | 1 | -18 | -19 | 8 | 3 | 5 | -0.2 | 1 | 0.1
O=C(Nc1ccc(Cl)cc1)Nc1cc(S(=O)(=O)N2CCOCC2)ccc1N1CCCC1 | 9 | -2 | -1 | -20 | 4 | -8 | 0 | 4 | -1.8 | 11 | 0.1
CCOc1ccccc1NCc1cc(=O)oc2cc(C)c(O)cc12 | 22 | 0 | nt | -36 | -2 | 6 | 3 | -5 | -0.1 | -13 | 0.6
O=C(NN1CCCCC1)c1cccc2ccccc12 | 3 | -9 | -1 | -3 | -3 | 20 | -3 | 1 | 0.0 | -1 | -0.1
Cc1ccc(C(=O)N/C(=C\c2ccc(-c3ccc(Cl)cc3)o2)C(=O)NCCCN(C)C)cc1 | 15 | 11 | -7 | 20 | -4 | 86* | -3 | 36 | -1.5 | 103* | 2.4

An unsorted share of the library; any-hit rate near 3.5%.
